GALK inhibitor – galactokinase (human) inhibition; Purified GALK, Kinase-Glo residual ATP luminescence; AID 1868; 270,000 compounds, 0.007% hits; Potency, µM (series often up to 57.5 µM), inactives show at the top dose activity change, negative = inhibition, actives largely listed as inhibitors; note: potency is the fitted concentration of half-maximal effect; % is set by controls: 0 for no effect and ±100 for the full control effect
Target sequence (P51570 whole entry, looked up): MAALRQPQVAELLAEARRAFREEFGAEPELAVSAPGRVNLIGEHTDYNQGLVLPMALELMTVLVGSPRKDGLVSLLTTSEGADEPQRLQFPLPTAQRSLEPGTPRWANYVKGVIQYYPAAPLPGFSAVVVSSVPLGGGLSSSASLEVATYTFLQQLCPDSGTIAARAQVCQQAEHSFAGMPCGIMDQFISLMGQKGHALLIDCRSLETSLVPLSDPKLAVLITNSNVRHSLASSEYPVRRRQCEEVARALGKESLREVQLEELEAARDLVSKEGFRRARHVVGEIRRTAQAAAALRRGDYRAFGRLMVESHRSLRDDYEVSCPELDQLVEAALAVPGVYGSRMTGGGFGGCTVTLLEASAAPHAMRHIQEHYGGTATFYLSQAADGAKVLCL
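Human GALK (5 nM) with 35 uM ATP and 100 uM galactose in 20 mM HEPES pH 8.0, 5 mM MgCl2, 60 mM NaCl, 1 mM DTT, 0.01% BSA. After 1 h at room temperature, leftover ATP was read by Kinase-Glo Plus luminescence.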
MBNL1 CUG block – inhibitors of human MBNL1 binding to CUG repeat RNA. Q9NR56. TR-FRET MBNL1-His/biotin-(CUG)12 binding, 665/545 ratio. Potency, µM (highest dose often 57.5 µM), without a hit: at the highest dose activity change, negative = inhibition, usual class: inhibitors. 280,000 compounds, 0.036% hits; active = well fitted inhibition curve with a large enough effect in the signal ratio, with a control signal flat, not every such curve was filed as active; inconclusive = small, poorly fitted or top-dose-only effect, or effect the other way, or a change in a side signal; inactive = no such curve, though single readings can be large or run the other way; the % refers to the signal ratio; note: potency is the fitted concentration of half-maximal effect; % is set by controls: 0 for no effect and ±100 for the full control effect
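Ratiometric TR-FRET (665 over 545 nm, excitation 340 nm) tracks disruption of MBNL1-His/biotin-(CUG)12 complex after 60 min at room temperature, with compounds at 92 nM to 58 uM final.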
Mito fusion yeast – blocks mitochondrial division or promotes mitochondrial fusion. S. cerevisiae fusion-defective mutant growth rescue, CellTiterGlo 48 h. Potency, µM (highest dose often 46.1 µM), for inactives: at the top dose growth rescue (activation), most hits filed as activators. 320,000 compounds, 0.23% hits. AID 485298;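 note: potency is the fitted concentration of half-maximal effect; % of control where 0% means no effect; nearly all actives have a fitted effect of over 45% in size; temperature-sensitive fusion mutants such as fzo1-1 at 37 °C on non-fermentable ethanol glycerol medium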
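Yeast fusion mutant, YPEG (non-fermentable carbon), compound, 48 h at 37C non-permissive; CellTiterGlo added, 10 min RT, luminescence read. Rescued growth = division inhibition.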
hERG WT inh – KCNH2 (human, wildtype) channel inhibition; U2OS, BacMam KCNH2, thallium flux FluxOr; hits give low values; activity change, % at 1.84 µM; 340,000 compounds, 0.37% hits; AID 720551;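 active = maximum activity change below -70%; inconclusive = maximum activity change between -70% and -50%; inactive = maximum activity change above -50%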; note: % is set by controls: 0 for no effect and ±100 for the full control effect
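U2OS cells were transduced with wild-type KCNH2 virus (2.03 x 10^8 / mL) for 4 h at room temperature, then cultured overnight at 37 C. Thallium flux was read with FluxOr dye. Rate constants were normalized to DMSO controls.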
TSHR antag – human thyrotropin receptor antagonism | 330,000 compounds, 0.2% hits | activity change, negative = inhibition, % at 11.5 µM | AID 504810 | TSHR-expressing cells, TSH-stimulated cAMP HTRF, 2 h; hits give low values;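 active = activity change below a set negative limit, meaning inhibition stronger than a set level, cut at about -70% in these data; inconclusive = activity change between two set negative limits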; note: % is set by controls: 0 for no effect and ±100 for the full control effect
Target sequence (P16473 whole entry, looked up): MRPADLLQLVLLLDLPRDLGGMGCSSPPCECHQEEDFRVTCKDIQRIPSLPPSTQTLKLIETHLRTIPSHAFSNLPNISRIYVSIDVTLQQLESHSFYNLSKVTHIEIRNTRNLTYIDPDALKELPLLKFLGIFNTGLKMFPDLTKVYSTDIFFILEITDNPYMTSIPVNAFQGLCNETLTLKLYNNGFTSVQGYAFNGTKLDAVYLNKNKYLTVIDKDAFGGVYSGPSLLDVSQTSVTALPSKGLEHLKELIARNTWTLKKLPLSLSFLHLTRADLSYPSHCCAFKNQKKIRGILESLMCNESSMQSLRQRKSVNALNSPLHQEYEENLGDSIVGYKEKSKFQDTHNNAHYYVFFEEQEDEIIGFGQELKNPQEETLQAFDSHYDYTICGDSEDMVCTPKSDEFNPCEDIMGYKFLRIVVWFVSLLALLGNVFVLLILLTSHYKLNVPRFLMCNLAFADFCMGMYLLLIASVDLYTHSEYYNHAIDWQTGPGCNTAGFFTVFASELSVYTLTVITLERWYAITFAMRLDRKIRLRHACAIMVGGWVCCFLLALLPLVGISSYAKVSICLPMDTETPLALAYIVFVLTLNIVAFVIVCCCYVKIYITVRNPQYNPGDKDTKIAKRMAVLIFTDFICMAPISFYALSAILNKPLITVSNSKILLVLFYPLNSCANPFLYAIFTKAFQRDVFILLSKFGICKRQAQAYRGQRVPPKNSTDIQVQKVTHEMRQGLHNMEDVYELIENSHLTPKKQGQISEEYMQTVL
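Freshly harvested TSHR cells receive pin-tooled compound, then EC80 TSH at 4nM final. After 2 hours at 37 deg C, antibody in lysis buffer and cAMP-d2 are added; 30 minutes at ambient temperature precede the HTRF read.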
Chronic BCR inh – blocks chronic active B-cell receptor signaling | ABC-DLBCL IkBa-CBG/CBR reporter, luminescence ratio, 4 h | Potency, µM (doses to about 46.1 µM), without a hit: top-dose ratio change, negative = lower green/red ratio, usual class: inhibitors | 340,000 compounds, 0.05% hits | AID 493014; active = well fitted inhibition curve with a large enough effect in the signal ratio, with a control signal flat, not every such curve was filed as active; inconclusive = small, poorly fitted or top-dose-only effect, or effect the other way, or a change in a side signal; the % refers to the signal ratio;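 note: potency is the fitted concentration of half-maximal effect; plate controls were basal doxycycline-induced cells for no effect and cells given 10 µM MG132 for full effect; MG132 reads +100%, hits lower the ratio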
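Cell line TMD8 (human ABC DLBCL), stably expressing tet-inducible CBG68-IkBa fusion and CBR; IMDM/0.5% FBS; cpd up to 46 uM; dox induction, 4 h, 37C/5% CO2; dual luminescence; green/red ratio; MG132 control.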
PKM2 activator – activators of human pyruvate kinase M2 | P14618 | purified PKM2, Kinase-Glo ATP luminescence, activation; response scale: 0% is enzyme alone, no compound | Potency, µM (titrated, usually from 57.5 µM), for inactives: at the top dose activation, most hits filed as activators | 260,000 compounds, 0.34% hits | AID 1631; note: potency is the fitted concentration of half-maximal effect; % is set by controls: 0 for no effect and ±100 for the full control effect; nearly all actives have a fitted effect of over 55% in size
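Purified hPK-M2 (>95%) run at intermediate activity with 0.1 mM ADP and 0.5 mM PEP in 50 mM imidazole pH 7.2, KCl, MgCl2; 1 h room temperature. ATP formed read by Kinase-Glo luminescence; normalized to uninhibited and no-enzyme controls.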
Eya2 phos inh – inhibitors of human Eya2 phosphatase activity; O00167; recombinant Eya2, OMFP fluorescence dephosphorylation (OMFP is methylfluorescein phosphate); Potency, µM (doses to about 76.9 µM), inactives show at the highest dose activity, negative = inhibition, hits mostly inhibitors; 330,000 compounds, 0.006% hits; note: potency is the fitted concentration of half-maximal effect; % is set by controls: 0 for no effect and ±100 for the full control effect
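Eya2 (0.2 uM) preincubated 10 min at ambient with compound, then OMFP substrate added at 50 uM; 10 min reaction in 50 mM HEPES pH 7.5, 50 mM NaCl, 5 uM MgCl2, 0.05% BSA, 1 mM DTT. Fluorescence read at Ex 485/Em 525 nm.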
USP2a block – blocks human ubiquitin-specific protease USP2a; USP2 core, Ub-CHOP2 coupled fluorogenic reporter, 485/531; O75604; AID 463254; Potency, µM (top dose mostly 38.3 µM), for inactives: at the top dose activity change, negative = inhibition, most hits filed as inhibitors; 330,000 compounds, 0.01% hits;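 note: potency is the fitted concentration of half-maximal effect; plate controls were DMSO wells for no effect and full inhibition by NEM control for full effect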
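USP2 core (10nM final) preincubated 30min RT with compound in 20mM Tris-HCl pH 8.0, 2mM CaCl2, 2mM beta-mercaptoethanol, 0.05% CHAPS; 25nM Ub-CHOP2 plus 25nM reporter substrate added, fluorescence (Ex485/Em531) read after 60min.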
ASM inhibitor – human S-ASM enzyme inhibition | P17405 | placental ASM, HMU-PC fluorogenic substrate, 60 min | Potency, µM (titrated, usually from 57.5 µM), inactives show at the top dose activity change, negative = inhibition, hits mostly inhibitors | 340,000 compounds, 0.006% hits | AID 504937; note: potency is the fitted concentration of half-maximal effect
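qHTS format. ASM enzyme prepared from human placenta hydrolyses the fluorogenic substrate HMU-PC0 (9 uM final) over 60 min at 37 °C after a 10 min compound preincubation.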
Menin-MLL TR inh – displaces Texas Red mutant MLL peptide from human menin; O00255; Menin + Texas Red MLL mutant peptide, fluorescence polarization; Potency, µM (series often up to 61.6 µM), for the others: at the top dose FP activity change, negative = inhibition, hits mostly inhibitors; 270,000 compounds, 0.23% hits; AID 1768; active = well fitted inhibition curve with a large enough effect in the polarisation, with a control signal flat, not every such curve was filed as active; inconclusive = small, poorly fitted or top-dose-only effect, or effect the other way, or a change in a side signal; inactive = no such curve, though single readings can be large or run the other way; the % refers to the polarisation; note: potency is the fitted concentration of half-maximal effect; % of control where 0% means no effect; many of its hits are not listed in these tables
* hit, by the source's call; ? = inconclusive; / = no result given; [ ] = another dose, or the depositor's remark. Unless noted, calls come from the whole dose curve; as a rule, active = well fitted curve in the direction sought with a large enough effect; inconclusive = small, poorly fitted or top-dose-only effect, or another doubt; inactive = no such curve, though single readings can be large; an effect the other way counts as inactive or inconclusive. Not all compounds are listed; count on the stated rates, not on these rows.

SMILES	GALK inhibitor	MBNL1 CUG block	Mito fusion yeast	hERG WT inh	TSHR antag	Chronic BCR inh	PKM2 activator	Eya2 phos inh	USP2a block	ASM inhibitor	Menin-MLL TR inh
CC(CCc1ccccc1)NC(=O)Cc1cccs1 (stereo unspecified)	4.4%	3.8%	13.7%	-5.3	3.4	1.5%	-0.4%	5.7%	1.3%	3.1%	2.0%
Cc1ccc(-c2nc(SC(C)C(=O)N3CCOCC3)n[nH]2)cc1 (stereo unspecified)	-1.3%	-1.3%	3.4%	2.1	-1.6	-1.6%	/	-6.7%	-0.5%	1.0%	/
COc1cccc(NC(=O)COC(=O)Cc2ccc(Br)cc2)c1	10.3%	-6.8%	7.4%	-29.8	-10.4	?	2.3%	15.3%	-2.1%	-3.2%	?
CCOC(=O)c1cc2sccc2n1CC(=O)Nc1ccc(OC)cc1	-0.9%	30.1%[activator]	5.6%	-7.8	6.0	?	2.6%	-3.0%	-0.1%	1.6%	3.9%
CCN(c1ccccc1)S(=O)(=O)c1ccc(OC)c(NC(=O)CN2C(=O)NC(C)(C)C2=O)c1	/	/	6.2%	20.0	-0.2	0.0%	/	-12.3%	0.5%	-2.5%	/
c1cncc(-c2nnc3sc(C4CCCCC4)nn23)c1	-2.7%	?	9.3%	-5.8	-3.4	1.5%	-1.8%	-8.1%	2.6%	-2.6%	?
C/C(=N\NC(=O)c1cc(C)nc2ccccc12)c1cccs1	0.2%	/	4.5%	0.3	4.8	-20.6%	-1.8%	6.9%	0.0%	-2.9%	/
CN(C)CCOc1ccc(C(C)(C)c2ccccc2)cc1	11.0%	-15.3%	-3.4%	-9.7	0.1	?	1.3%	7.9%	2.7%	3.3%	-1.6%
O=C(CCc1ccc(S(=O)(=O)NC2CCCCC2)cc1)N(Cc1ccccc1)Cc1ccccc1	-1.6%	5.4%	3.9%	5.9	19.1	?	-1.7%	3.2%	-0.6%	-5.8%	13.9%
CCOC(=O)c1c(N)sc(-c2ccccc2)c1C	-1.8%	8.7%	19.5%	-7.2	-4.3	?	5.5%	-6.6%	0.5%	-3.3%	-9.6%
COCCn1nnnc1C(c1ccccn1)N1CCN(c2cccc(C)c2C)CC1 (stereo unspecified)	0.3%	-4.8%	5.6%	3.7	-28.9	-20.5%	0.2%	-10.5%	3.5%	1.3%	3.3%
C[C@]12c3[nH]c4ccccc4c3CCN1C(=O)C(CC(=O)NCCCn1ccnc1)C[C@@H]2C(=O)N1CCCCC1 (stereo partly specified)	/	/	/	-2.5	-8.2	-1.2%	/	-11.9%	6.6%	-2.6%	/
CCn1nc(C)c(CN2CCC(n3nccc3NC(=O)Cc3ccccc3)CC2)c1C	-2.4%	1.9%	-27.4%	3.3	-3.7	2.1%	-11.3%	3.7%	-1.0%	3.3%	/
CCCCCCCNC(=O)C1(CC2CC(c3ccccc3)=NO2)CCN(C(=O)OC(C)(C)C)CC1 (stereo unspecified)	/	/	9.8%	12.7	-10.0	?	/	-20.1%	-0.7%	-12.5%	/
COc1cc(C(=O)Nc2cc(-c3nc4cc(C)ccc4o3)ccc2C)cc(OC)c1OC	0.2%	-5.6%	-2.1%	-7.5	9.7	?	-5.2%	24.8%	-1.3%	1.6%	-0.7%
CCOc1ccc2c(C)cc(=O)oc2c1OCC	2.8%	1.1%	-2.9%	-0.8	19.1	?	-10.0%	-0.6%	-1.3%	3.7%	-24.3%
NC(=O)c1ccc(N2CCC(C(N)=O)CC2)c([N+](=O)[O-])c1	0.6%	/	-4.7%	1.6	-2.2	3.2%	-3.5%	-13.0%	-0.9%	1.2%	/
CC(C)NC(=O)Nc1ccc2c(c1)C(=O)N([C@H](C)CO)C[C@@H](C)[C@@H](CN(C)C(=O)NC1CCCCC1)O2	/	/	/	-6.4	11.0	-1.0%	/	-6.9%	3.3%	-2.5%	/
CSc1nc(Sc2ccccc2)c2ccccc2n1	1.3%	30.8%[activator]	-2.5%	14.8	-8.8	1.0%	-3.0%	-3.8%	-0.3%	-1.3%	-13.0%
CCOC(=O)C1(Cc2cccc(OC)c2)CCCN(C(=O)CCN2CCCO2)C1 (stereo unspecified)	-8.0%	-8.7%	1.5%	-3.7	36.7	1.6%	0.1%	-6.2%	0.1%	-0.1%	/
O=S(=O)(Nc1cccc(CCc2ccccn2)c1)c1cc(Cl)ccc1Cl	1.3%	-5.7%	?	-7.3	-6.1	-6.9%	2.2%	0.0%	1.8%	-6.6%	/
CC(OC(=O)Cc1ccsc1)C(=O)Nc1ccc(Cl)cn1 (stereo unspecified)	/	/	-6.0%	-4.6	-4.1	?	/	16.5%	1.5%	/	/
CCOc1ccc(OCCSc2nc(C)cc(=O)[nH]2)cc1	0.7%	14.7%	2.4%	0.1	12.6	0.1%	-7.2%	4.8%	4.1%	-2.5%	-0.3%
Cc1[nH]c2ccccc2c1/C=C(\C#N)C(=O)NCC1CCCO1 (stereo unspecified)	0.8%	?	2.8%	/	-13.1	-17.0%	-1.9%	2.9%	-1.4%	-2.0%	4.5%
Cc1cc(Br)c2[nH]c3c(c2c1)CCCC3=O	-0.2%	3.2%	2.0%	-1.2	21.3	7.0%	-4.7%	-12.1%	0.7%	-9.7%	-6.1%
C/C(N)=C(/C#N)C(=O)CSc1nc2ccccc2[nH]1	0.1%	2.4%	0.3%	20.3	-7.4	-4.1%	1.3%	-31.3%	1.4%	-1.9%	2.2%
CCOc1ccccc1N(CC(=O)Nc1ccc2c(c1)OCCO2)S(C)(=O)=O	0.8%	2.0%	23.0%	12.1	-6.8	-4.7%	0.2%	2.0%	0.5%	0.0%	-3.7%
CCCCn1c(SCC(=O)N2CC(C)CC(C)C2)nc2cc(S(N)(=O)=O)ccc21 (stereo unspecified)	2.1%	6.5%	3.3%	9.1	6.8	-4.0%	-0.7%	2.7%	0.5%	2.1%	-6.9%
CCOc1ccc(N2C(=O)C(Cl)=C(N3CCOCC3)C2=O)cc1	-0.7%	?	-0.1%	-0.7	-2.6	3.9%	24.7%	-0.2%	0.3%	-4.8%	7.0%
Cn1c(C(=O)O)cc2cc(Oc3ccccc3)ccc21	-0.6%	-0.6%	7.5%	-2.5	-12.3	2.1%	1.0%	18.4%	1.8%	-1.6%	24.3%
O=C(CCN1C(=O)/C(=C\C=C\c2ccccc2)SC1=S)Nc1ccc(C(=O)O)cc1	4.8%	15.3%	1.1%	-2.0	-31.1	?	-14.5%	-13.8%	3.0%	-16.0%	/
O=C(Nc1ccccc1C(=O)NC1CC1)c1ccccc1F	/	/	/	-2.6	-8.0	-9.2%	/	6.1%	0.8%	1.9%	/
O=C(NC(=S)Nc1nc(-c2cccc([N+](=O)[O-])c2)cs1)c1cc(Cl)ccc1Cl	5.9%	4.7%	-4.7%	-12.6	0.2	-1.6%	-3.7%	8.5%	-1.2%	-1.5%	?
CCOC(=O)C(NC(=O)c1ccccc1)(N1CCOCC1)C(F)(F)F (stereo unspecified)	2.3%	3.0%	-4.5%	6.1	5.9	?	-6.6%	-3.3%	1.0%	3.6%	18.0%
CC(=O)c1cccc(NC(=O)Cn2cnc(S(=O)(=O)N3CCCC3)c2)c1	10.4%	-3.9%	-6.3%	-2.8	10.8	-2.8%	-0.2%[0.46 µM]	-0.1%	1.3%	-1.1%	-18.8%
CCOC(=O)COc1ccsc1C(=O)OC	-3.0%	7.3%	0.7%	2.2	3.4	-2.8%	0.1%	4.9%	-0.2%	2.0%	15.6%
O=C(O)CC(C(=O)OC1CCCCC1)N1CCOCC1 (stereo unspecified)	1.5%	-3.9%	-1.0%	-9.6	-3.4	-1.5%	-8.5%	-4.8%	-0.6%	4.1%	-18.7%
COC(=O)c1cc2c(cc1N)OCCO2	1.5%	-3.6%	-4.1%	6.3	-4.6	1.7%	-2.3%	-0.1%	2.0%	187.4%[activator]	10.5%
COc1cccc(C(=O)C2CCCN(C(=O)c3ccccn3)C2)c1 (stereo unspecified)	2.9%	-4.0%	-2.3%	-21.5	1.9	-0.8%	-1.2%	2.5%	1.4%	1.6%	?

High-throughput results deposited in PubChem BioAssay by National Center for Advancing Translational Sciences (NCATS).
